NR2F2 inh: blocks human COUP-TFII nuclear receptor; P24468; actives 0.7% (n = 370,000); AID 686940; inhibition, % at 8.6 µM; HEK293T NGFI-A luciferase reporter, luminescence;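 active = inhibition above a per-plate cutoff, mean inhibition of test wells between control levels plus 3 SD, cut at about 38% in these data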;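 note: cells cotransfected with COUP-TFII expression vector driving the NGFI-A reporter; 0% = median of COUP-TF2 test wells and 100% = reporter-only cells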
Target sequence (P24468 whole entry, looked up): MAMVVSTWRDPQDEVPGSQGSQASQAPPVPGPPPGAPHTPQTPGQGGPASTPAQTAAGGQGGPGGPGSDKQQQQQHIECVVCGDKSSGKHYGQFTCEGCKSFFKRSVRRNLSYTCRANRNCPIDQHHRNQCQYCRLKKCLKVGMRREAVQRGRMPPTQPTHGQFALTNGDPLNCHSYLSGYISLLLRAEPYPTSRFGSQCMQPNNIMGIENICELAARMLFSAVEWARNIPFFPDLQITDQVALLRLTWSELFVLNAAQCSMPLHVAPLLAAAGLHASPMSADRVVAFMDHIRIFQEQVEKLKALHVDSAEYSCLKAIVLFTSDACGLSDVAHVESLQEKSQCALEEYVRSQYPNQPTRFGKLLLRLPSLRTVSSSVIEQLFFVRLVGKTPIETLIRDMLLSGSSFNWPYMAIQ
MC4R antag cAMP: antagonists of human melanocortin 4 receptor (MC4R); P32245; MC4R-expressing cells, MTII-stimulated cAMP, LANCE TR-FRET; inhibition, % at 6.5 µM; actives 0.48% (n = 360,000); AID 540295;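 active = inhibition above its plate's cutoff, the mean of tested wells on that plate plus 3 SD, cut at about 29% in these data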;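 note: 0% = Melanotan II alone and 100% = Melanotan II plus saturating MCL0020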
Target sequence (P32245 whole entry, looked up): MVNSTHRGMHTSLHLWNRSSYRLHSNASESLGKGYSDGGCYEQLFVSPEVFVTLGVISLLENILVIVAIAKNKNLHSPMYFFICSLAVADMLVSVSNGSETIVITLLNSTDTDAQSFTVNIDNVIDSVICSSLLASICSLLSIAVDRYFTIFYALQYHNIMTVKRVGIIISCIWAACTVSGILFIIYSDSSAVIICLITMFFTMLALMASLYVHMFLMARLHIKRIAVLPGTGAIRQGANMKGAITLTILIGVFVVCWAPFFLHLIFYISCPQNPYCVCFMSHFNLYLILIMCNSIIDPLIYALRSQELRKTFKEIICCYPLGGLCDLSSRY
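Assay system: human MC4R-expressing U2OS cells; reagent: Melanotan II stimulation of cells; dosing: 6.5 µM single dose; timing: compound 30 min, challenge 1 h, detection 1 h; signal: TR-FRET cAMP assay; replicates: one well per compound, no replicates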
NCOA1 inh: human NCOA1 inhibition; Q15788; HEK293 GAL4-SRC1 luciferase reporter, luminescence; inhibition, % at 3.6 µM; actives 0.12% (n = 360,000);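 active = inhibition above the campaign mean plus 3 SD, with each screening campaign given its own cutoff, cut at about 60% in these data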;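 note: 0% = DMSO treated cells and 100% = gossypol at 36 µM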
TLR9-MyD88 inh: TLR9-MyD88 interaction inhibition; actives 0.21% (n = 340,000); Q9NR96+Q99836; CHO BLA complementation TLR9-MyD88, CCF4 FRET ratio; AID 504734; inhibition, % at 4.98 µM;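 active = inhibition above the mean over all tested compounds plus 3 SD, cut at about 21% in these data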;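 note: 0% = DMSO only wells and 100% = clavulanate BLA inhibitor control wells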
LRH-1 inv ag: inverse agonists of human LRH-1 (NR5A2) | inhibition, % at 3.6 µM | HEK293T StAR-luciferase reporter, LRH-1 transfected, 24 h | actives 0.13% (n = 360,000);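 active = inhibition above the mean inhibition of all tested compounds plus 3 SD, cut at about 73% in these data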;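 note: 0% = DMSO wells and 100% = reporter-only cells lacking LRH-1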
SRC2 inh: human SRC2 (NCOA2) inhibition; Q15596; actives 0.17% (n = 370,000); HEK293 GAL4-SRC2 luciferase reporter, luminescence; inhibition, % at 9 µM;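 active = inhibition above the mean inhibition of all tested compounds plus 3 SD, set per campaign, cut at about 52% in these data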;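 note: 0% = DMSO treated cells and 100% = cells given Gossypol at 36 µM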
SRC3 inh: human NCOA3 inhibition | Q9Y6Q9 | HEK293 GAL4-SRC3 luciferase reporter, luminescence | inhibition, % at 3.6 µM | actives 0.17% (n = 360,000);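 active = inhibition above a per-campaign cutoff, the mean of all compounds plus 3 SD, cut at about 60% in these data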;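 note: 0% = DMSO-treated cells and 100% = gossypol-treated cells at 36 µM; higher means less SRC3-driven luciferase light from the GAL4 reporter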
MC4R barr agon: human MC4R agonism via beta-arrestin. P32245. U2OS MC4R beta-arrestin complementation, luminescence; percent of melanotan II response, DMSO zero. activation, % at 8.9 µM. actives 0.98% (n = 360,000). AID 540308;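 active = activation above a per-plate cutoff, the mean activation of sample wells on that plate plus 3 SD, cut at about 8% in these data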
EBV LMP1 NFkB: reduces LMP1-driven NF-kappaB luciferase signal. LMP1-induced NF-kappaB luciferase reporter cells, luminescence. inhibition, % at 12.5 µM. actives 0.69% (n = 350,000); in the data active = inhibition above about 41%; inconclusive = no clear call, values can overlap the other calls;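 note: 0% = neutral control wells and 100% = reference inhibitor control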
NOD2-RIPK2 inh: inhibitors of human NOD2-RIPK2 interaction | O43353 | CHO BLA complementation NOD2-RIPK2, CCF4 ratio | inhibition, % at 4.98 µM | actives 0.38% (n = 360,000) | AID 624267; in the data active = inhibition above about 21%;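 note: 0% = vehicle only and 100% = reference blocker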
ABHD5 PLIN5 PPI: inhibitors of human ABHD5-perilipin-5 interaction | Split G. princeps luciferase complementation, luminescence, 4 h | inhibition, % at 4 µM | actives 0.78% (n = 360,000);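 active = inhibition above the mean inhibition across every tested compound plus 3 SD, cut at about 22% in these data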;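 note: 0% = DMSO only wells and the 100% control is not disclosed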
* marks the source's active call; other numbers are inactive results; ? = inconclusive. Not all compounds are listed; rates above refer to the full screens.

1: CCN1C(=NCC2CC2)N[C@@H](c2ccccc2)C(C(=O)OC)=C1C
2: CCOC(=O)c1c(-c2ccccc2)nc2ccc(Cl)cn12
3: Cc1noc(C)c1CN1C(=O)NC2(CCc3ccccc3C2)C1=O (configuration not stated)
4: O=C(c1ccco1)N1CCN=C1SCc1ccccc1F
5: CN1CCN(CCOc2ccc(-c3ccccc3)cc2)CC1
6: COc1ccc(-c2cc(C(=O)Nc3c(C)nn(Cc4ccccc4Cl)c3C)no2)cc1OC
7: CCc1cc(=O)oc2c(C)c(O)c(CN3CCCCC3)cc12
8: COc1ccc(NC2=C(C)C(=O)CC2)cc1
assay / compound	1	2	3	4	5	6	7	8
NR2F2 inh	-4	14	-14	-6	-19	1	0	-79
MC4R antag cAMP	10	7	9	0	0	5	19	0
NCOA1 inh	13	3	-9	12	-40	-9	-9	-18
TLR9-MyD88 inh	-7	-6	-1	-3	7	10	-6	3
LRH-1 inv ag	14	-4	-12	22	-40	5	13	14
SRC2 inh	-10	0	-43	-17	-70	-18	5	-75
SRC3 inh	-7	-4	0	7	-21	-6	-3	27
MC4R barr agon	-0.9	1.3	-1.6	0.1	-2.2	-0.7	1.3	-1.4
EBV LMP1 NFkB	7	1	17	8	-23	5	3	2
NOD2-RIPK2 inh	2	0	6	2	-5	0	3	4
ABHD5 PLIN5 PPI	5	-3	4	-1	8	4	3	-5

9: CC(O)CNc1nc2c(c(=O)n(C)c(=O)n2C)n1CCc1ccccc1 (configuration not stated)
10: CSC1=C(C#N)C(c2ccccc2Cl)C(C(=O)c2cccs2)C(O)(C(F)(F)F)N1 (configuration not stated)
11: COC(=O)c1ccc(N2CCOCC2)c(NC(=O)Nc2cccc(OC)c2)c1
12: Cc1cc2c(OCC(O)CNC(C)(C)C)cccc2[nH]1 (configuration not stated)
13: COc1ccccc1CN1CC(C(=O)NC2CCCCC2)CC1=O (configuration not stated)
14: COc1ccc(CCn2c(=N)c(C(=O)N3CCN(C)CC3)cc3c(=O)n4ccccc4nc32)cc1
15: CCC(C(=O)Nc1cc(C(=O)O)ccc1C)c1ccccc1 (configuration not stated)
16: CCCn1c(SCC(=O)N2CC(=O)Nc3ccccc32)n[nH]c1=O
assay / compound	9	10	11	12	13	14	15	16
NR2F2 inh	14	-3	11	-2	-7	-9	-23	1
MC4R antag cAMP	2	0	-6	7	12	1	-3	9
NCOA1 inh	8	3	3	2	-77	13	-6	-2
TLR9-MyD88 inh	-3	1	-1	0	4	-3	-4	-4
LRH-1 inv ag	5	0	-10	-1	-29	10	-2	17
SRC2 inh	30	-9	8	9	-15	-2	16	-10
SRC3 inh	-4	21	7	12	7	6	21	-9
MC4R barr agon	-0.8	0.1	-0.9	-1.6	-1.3	0.2	-1.5	-0.7
EBV LMP1 NFkB	-4	-2	-9	1	7	3	-27	-3
NOD2-RIPK2 inh	-10	3	-3	1	-1	-9	-2	-13
ABHD5 PLIN5 PPI	1	5	-10	-5	-3	2	0	1

17: CCC(=O)c1ccc(N2CCCCC2)c(F)c1
18: O=C(Cn1cnnn1)Nc1ccccc1Cc1ccccc1
19: Cc1csc(NC(=O)CSc2nnc(NC(=O)COc3ccc(Cl)cc3)s2)n1
20: Cc1ccc(C(=O)C2CCN(C(=S)NCC3CCCO3)CC2)cc1 (configuration not stated)
21: CC(C)(C)OC(=O)NCc1ccc(CNC(=O)c2[nH]cnc2C(=O)NCC(=O)OCc2ccccc2)cc1
22: Cc1ccccc1CSc1nc2ccccc2c(=O)[nH]1
23: Cc1cc(NC(=O)CSc2nnc(CNC(=O)c3ccc(F)cc3)o2)no1
24: COc1ccc(C2=Nn3c(nnc3-c3ccccc3F)SC2)cc1OC1CCOC1 (configuration not stated)
assay / compound	17	18	19	20	21	22	23	24
NR2F2 inh	7	13	7	24	2	-2	4	-91
MC4R antag cAMP	2	2	-1	2	20	-3	0	-55
NCOA1 inh	-76	-1	10	-8	-14	18	-6	-10
TLR9-MyD88 inh	-6	1	-4	0	-10	-9	4	0
LRH-1 inv ag	-10	2	5	-3	13	-1	0	55
SRC2 inh	-16	0	-13	3	-7	-9	-8	-62
SRC3 inh	8	16	-9	8	6	6	-3	-11
MC4R barr agon	-2.0	-0.3	-2.3	-0.6	2.4	2.8	-3.3	-0.6
EBV LMP1 NFkB	8	2	-2	-9	5	2	-7	7
NOD2-RIPK2 inh	2	-2	-6	-6	-12	0	2	-4
ABHD5 PLIN5 PPI	-6	1	-14	2	0	3	-6	-1

25: S=C(c1ccc2c(c1)OCO2)N1CCN(c2cccc(Cl)c2)CC1
26: COc1ccccc1NC(=O)C(=O)NCc1ccccc1Cl
27: O=C(NCCO)c1cc2c([nH]c3ccccc32)c(-c2ccccc2)n1
28: O=C(CCl)N(c1ccccc1)c1c[nH]c2ccccc12
29: Cc1cc(Cl)c(C(=O)Nc2cccc(C(F)(F)F)c2)c(C)n1
30: COc1ccc(NC(=O)[C@H](C)NC(N)=O)cc1S(=O)(=O)Nc1cc(C)ccc1Br
31: O=C(COC(=O)c1ccc(-n2cnnn2)cc1)c1ccc(Br)cc1
32: O=C(NC(=S)Nc1ccc(NC(=O)c2cccs2)cc1)c1ccc([N+](=O)[O-])cc1
assay / compound	25	26	27	28	29	30	31	32
NR2F2 inh	-6	17	-22	8	5	-1	-12	7
MC4R antag cAMP	-12	6	16	6	2	5	1	5
NCOA1 inh	9	-25	-4	-29	-2	-6	-32	-20
TLR9-MyD88 inh	-6	3	-5	-8	-3	3	-1	1
LRH-1 inv ag	24	3	20	56	13	6	-10	2
SRC2 inh	24	0	8	41	28	-3	-17	14
SRC3 inh	-12	-4	-17	12	14	18	0	-4
MC4R barr agon	-2.1	-0.8	-0.1	19*	-0.6	-1.6	-3.3	-0.9
EBV LMP1 NFkB	7	-8	-14	?	14	-8	-18	-9
NOD2-RIPK2 inh	0	-1	-7	5	0	-4	-6	-10
ABHD5 PLIN5 PPI	2	-1	-3	18	2	6	3	0

33: Cc1c(C(=O)NCCCN2CCCC2=O)oc2c(Cl)cccc12
34: CCN(CC)C(=S)SCC(=O)Nc1ccc(F)cc1
35: O=C(CCSc1ccccc1)Nc1nc2c(s1)COc1ccccc1-2
36: COc1cc(CC(=O)OCC(=O)N2CCN(C(=O)c3ccco3)CC2)cc(OC)c1OC
37: CCCC(=O)Oc1ccc(C2NC(=O)c3ccccc3O2)cc1 (configuration not stated)
38: CCCn1nnnc1SCC(=O)NCc1ccc(OC)cc1
39: CCN(CC)CC(=O)Nc1ccc2c(c1)Nc1ccccc1CC2
40: CN(CC(=O)Nc1cccc(F)c1)C(=O)Cn1cnc2c1c(=O)n(C)c(=O)n2C
assay / compound	33	34	35	36	37	38	39	40
NR2F2 inh	-5	6	-15	11	-6	3	-24	14
MC4R antag cAMP	-7	-4	8	13	1	4	-2	-6
NCOA1 inh	-15	-1	7	-19	22	-9	-12	-2
TLR9-MyD88 inh	1	3	4	-4	8	9	3	-2
LRH-1 inv ag	-16	22	8	-1	2	8	-12	-9
SRC2 inh	-20	-38	-14	-8	22	-60	-27	-6
SRC3 inh	11	-5	-6	-14	11	-7	-13	-7
MC4R barr agon	-3.0	-0.6	7.1	-0.5	-1.1	-1.3	1.2	-0.7
EBV LMP1 NFkB	-4	-6	-28	1	5	2	-8	-7
NOD2-RIPK2 inh	-4	-3	4	8	-12	9	12	-6
ABHD5 PLIN5 PPI	1	-2	-6	3	5	4	13	10

41: Cc1ccc2c(c1)N(CC(=O)NCc1cccs1)C(=O)C(C)O2 (configuration not stated)
42: COCCSc1nc(N)c2c3c(sc2n1)CN(C)CC3
43: C=CC[n+]1ccn(-c2nc3ccccc3nc2[N-]S(=O)(=O)c2cccs2)c1
44: O=c1[nH]nc(N/N=C/c2ccccc2OC(F)F)c(=O)[nH]1
45: COc1cccc(CNc2ccc(C)c(Cl)c2)c1
46: O=C1CC(c2cccc(Cl)c2)Cc2nc(N3CCN(c4ccccc4)CC3)ncc21 (configuration not stated)
47: Cc1ccc(S(=O)(=O)Nc2cccc(-n3cnnn3)c2)cc1
48: COC(=O)c1cccc(C(=O)Nc2ccc(F)cc2)n1
assay / compound	41	42	43	44	45	46	47	48
NR2F2 inh	4	-8	27	0	-9	11	-15	-20
MC4R antag cAMP	-2	21	2	-3	-3	7	0	-5
NCOA1 inh	11	-13	17	7	-12	-9	7	6
TLR9-MyD88 inh	1	-2	2	3	-17	4	1	-1
LRH-1 inv ag	15	-12	7	-13	-3	-7	11	12
SRC2 inh	-7	-58	-19	1	-24	-3	-2	-13
SRC3 inh	3	10	-10	10	11	-14	-6	-7
MC4R barr agon	-2.2	0.3	-2.5	-1.5	0.4	-0.2	-0.6	0.0
EBV LMP1 NFkB	2	-5	0	-4	0	15	3	4
NOD2-RIPK2 inh	-4	-1	-4	3	-3	-5	0	-2
ABHD5 PLIN5 PPI	-1	5	-1	-7	-6	-10	-1	2

49: CC(C)c1cc(C(=O)O)on1
50: Cc1ccc(-n2c(-c3ccncc3)nnc2-c2ccco2)cc1
51: O=C(Cn1c(=O)oc2ccccc21)N1CCCC1
52: O=[N+]([O-])c1ccc(C=NN2CCNC2=S)o1
assay / compound	49	50	51	52
NR2F2 inh	6	10	-3	-9
MC4R antag cAMP	12	9	-3	-15
NCOA1 inh	4	-8	2	-17
TLR9-MyD88 inh	4	4	0	-5
LRH-1 inv ag	-11	12	4	34
SRC2 inh	-6	14	-3	-36
SRC3 inh	-9	23	-10	-1
MC4R barr agon	-0.9	-3.2	-2.2	-0.7
EBV LMP1 NFkB	0	0	-1	-9
NOD2-RIPK2 inh	-4	5	-6	6
ABHD5 PLIN5 PPI	10	1	3	-4

Entries of single compounds, quoted from the list. Values in the order: NR2F2 inh | MC4R antag cAMP | NCOA1 inh | TLR9-MyD88 inh | LRH-1 inv ag | SRC2 inh | SRC3 inh | MC4R barr agon | EBV LMP1 NFkB | NOD2-RIPK2 inh | ABHD5 PLIN5 PPI
Shown for CC(C)c1cc(C(=O)O)on1 : 6 | 12 | 4 | 4 | -11 | -6 | -9 | -0.9 | 0 | -4 | 10
Shown for CCC(C(=O)Nc1cc(C(=O)O)ccc1C)c1ccccc1 (configuration not stated) : -23 | -3 | -6 | -4 | -2 | 16 | 21 | -1.5 | -27 | -2 | 0
Shown for CCN(CC)C(=S)SCC(=O)Nc1ccc(F)cc1 : 6 | -4 | -1 | 3 | 22 | -38 | -5 | -0.6 | -6 | -3 | -2
Shown for C=CC[n+]1ccn(-c2nc3ccccc3nc2[N-]S(=O)(=O)c2cccs2)c1 : 27 | 2 | 17 | 2 | 7 | -19 | -10 | -2.5 | 0 | -4 | -1
Shown for CCc1cc(=O)oc2c(C)c(O)c(CN3CCCCC3)cc12 : 0 | 19 | -9 | -6 | 13 | 5 | -3 | 1.3 | 3 | 3 | 3
